Source: PubChem BioAssay (National Center for Advancing Translational Sciences (NCATS))
NPSR antag = qHTS Assay for Antagonists of the Neuropeptide S Receptor: cAMP Signal Transduction; CHO-NPSR cells, cAMP TR-FRET, antagonist mode; Potency, µM (titrated, usually from 38.3 µM), without a hit: at the highest dose activity change, negative = inhibition, actives largely listed as inhibitors; hit rate 1% among 220,000; AID 1461, 2008; further: on the % scale 0 is the no-effect control and ±100 the full control effect; nearly all actives have a fitted effect of over 50% in size; many of its hits are not listed in these tables
Target sequence (Q6W5P4 whole entry, looked up): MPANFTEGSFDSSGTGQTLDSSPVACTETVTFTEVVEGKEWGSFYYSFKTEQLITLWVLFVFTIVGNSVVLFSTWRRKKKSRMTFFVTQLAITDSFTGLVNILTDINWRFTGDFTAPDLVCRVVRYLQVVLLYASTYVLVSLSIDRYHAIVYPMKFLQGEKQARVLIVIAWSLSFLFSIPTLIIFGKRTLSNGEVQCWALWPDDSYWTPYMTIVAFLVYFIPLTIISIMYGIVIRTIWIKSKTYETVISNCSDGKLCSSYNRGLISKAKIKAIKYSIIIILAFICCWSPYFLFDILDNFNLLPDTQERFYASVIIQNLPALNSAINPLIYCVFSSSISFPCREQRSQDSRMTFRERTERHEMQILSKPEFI
SMN2 splice enh = qHTS Assay for Enhancers of SMN2 Splice Variant Expression | Potency, µM (doses to about 46.1 µM), inactives show at the highest dose activity change, positive = activation, usual class: activators | HEK293 SMN2-luciferase splicing reporter, luminescence, 30-36 h | hit rate 2.8% among 210,000 | AID 1458, 2008; further: % of control where 0% means no effect; nearly all actives have a fitted effect of over 55% in size
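HEK293 cells carry an SMN2 minigene-luciferase reporter in which exon 7 inclusion puts luciferase in frame. Cells were seeded at 2000 cells/well, attached for 10-12 hours, then exposed to compounds for 30-36 hours at 37C before ONE-Glo luminescence.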
Epigenetic derep = Quantitative High-Throughput Screen for Regulators of Epigenetic Control; murine LDR cells, GFP reporter derepression, 30 h; Potency, µM (top dose mostly 53.9 µM), for inactives: at the top dose GFP activation, usual class: activators; hit rate 0.2% among 280,000; AID 1865, 2009; further: % of control where 0% means no effect; nearly all actives have a fitted effect of over 60% in size
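Reporter derepression read as number of fluorescent GFP-positive objects, 20-120 um in size, counted by laser-scanning cytometer. Mouse LDR line with an epigenetically silenced CMV-GFP locus; compound incubation 30 h, 37 C.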
GoLoco inh red = qHTS Assay for Inhibitors of RGS12 GoLoco Motif Activity (Red Fluorophore); AID 880, 2007; Gai1:RGS12 GoLoco peptide FP, rhodamine, 10 min; Potency, µM (doses to about 61.6 µM), without a hit: at the highest dose activity, negative = inhibition, hits mostly inhibitors; hit rate 0.44% among 230,000; Guanine nucleotide-binding protein G(i) subunit alpha-1 (Homo sapiens), P63096; active means well fitted inhibition curve with a large enough effect, not every such curve was filed as active; inactive means no such curve, though single readings can be large or run the other way; further: on the % scale 0 is the no-effect control and ±100 the full control effect; nearly all actives have a fitted effect of over 30% in size; many of its hits are not listed in these tables
KDM4E inh = qHTS Assay for Inhibitors of Human Jumonji Domain Containing 2E (JMJD2E) | AID 2147, 2009 | JMJD2E catalytic domain, FDH-coupled NADH fluorescence (FDH is formaldehyde dehydrogenase) | Lysine-specific demethylase 4E (Homo sapiens), B2RXH2 | hit rate 1.6% among 230,000 | Potency, µM (highest dose often 57.1 µM), inactives show at the top dose activity change, negative = inhibition, hits mostly inhibitors; active means well fitted inhibition curve with a large enough effect, not every such curve was filed as active; inconclusive means small, poorly fitted or top-dose-only effect, or another doubt; inactive means no such curve, though single readings can be large or run the other way;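 further: 0% = wells with enzyme and -100% = buffer wells without enzyme; nearly all actives have a fitted effect of over 50% in size; many of its hits are not listed in these tables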
Luc counter = Counterscreen for Luciferase (Kinase-Glo TM) Inhibition; hit rate 0.28% among 200,000; Kinase-Glo luciferase, ATP luminescence, 8 min; Luciferin 4-monooxygenase (Photuris pensylvanica), Q27757; AID 1379, 2008; Potency, µM (titrated, usually from 38.3 µM), without a hit: at the top dose activity change, negative = inhibition, most hits filed as inhibitors; further: on the % scale 0 is the no-effect control and ±100 the full control effect; nearly all actives have a fitted effect of over 60% in size
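Luminescence was the read-out, taken after 8-minute incubation at ambient temperature. Luciferase turned over luciferin with 10 uM ATP in imidazole pH 7.2 buffer containing KCl, MgCl2, Tween 20 and BSA.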
RECQ1 helicase = qHTS Assay for Inhibitors of RecQ-Like Dna Helicase 1 (RECQ1). ATP-dependent DNA helicase Q1 (Homo sapiens), P46063. RECQ1 DNA unwinding, red fluorescence kinetic read. Potency, µM (top dose mostly 57.3 µM), inactives show at the top dose activity, negative = inhibition, usual class: inhibitors. hit rate 0.54% among 240,000. AID 2549, 2010;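 further: plate controls were vehicle for no effect and no enzyme for full effect; nearly all actives have a fitted effect of over 30% in size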
Target sequence (P46063 whole entry, looked up): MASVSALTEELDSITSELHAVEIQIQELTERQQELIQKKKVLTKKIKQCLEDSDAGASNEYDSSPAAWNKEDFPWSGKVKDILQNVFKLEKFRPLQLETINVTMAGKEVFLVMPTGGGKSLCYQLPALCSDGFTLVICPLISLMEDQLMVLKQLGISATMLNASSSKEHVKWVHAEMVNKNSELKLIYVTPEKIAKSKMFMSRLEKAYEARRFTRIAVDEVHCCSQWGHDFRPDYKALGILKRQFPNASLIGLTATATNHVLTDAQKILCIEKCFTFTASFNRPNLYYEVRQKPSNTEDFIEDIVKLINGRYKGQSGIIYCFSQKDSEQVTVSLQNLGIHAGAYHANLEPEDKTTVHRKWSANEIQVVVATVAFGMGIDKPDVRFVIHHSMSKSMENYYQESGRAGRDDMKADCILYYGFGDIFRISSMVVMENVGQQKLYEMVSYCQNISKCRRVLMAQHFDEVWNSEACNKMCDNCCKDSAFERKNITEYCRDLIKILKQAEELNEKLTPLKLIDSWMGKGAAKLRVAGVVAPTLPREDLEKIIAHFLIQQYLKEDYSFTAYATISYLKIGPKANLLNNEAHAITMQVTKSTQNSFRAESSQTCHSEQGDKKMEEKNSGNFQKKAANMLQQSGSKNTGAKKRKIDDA
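50 nM RECQ1T1 preincubated 15 min with compound in Tris pH 8.0 buffer with MgCl2, DTT, Tween-20 and 2.5 ug/ml poly(dI-dC); started with 200 nM TAMRA/BHQ-2 forked duplex and 2 mM ATP. Unwinding read as fluorescence (525/598 nm), two reads 2 h apart.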
IMPase Li cell = qHTS Assay for Identifying the Cell-Membrane Permeable IMPase Inhibitors: Potentiation with Lithium | CHO-M1 cells, IP1 TR-FRET (IP-One), carbachol + lithium | Potency, µM (titrated, usually from 59.4 µM), for the others: at the highest dose activity, negative = IMPase inhibition, most hits filed as inhibitors | hit rate 0.35% among 210,000 | AID 1457, 2008;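 further: IP1 builds up when IMPase is blocked and the TR-FRET signal falls; plate controls were basal vehicle for no effect and high inhibitor control for full effect; nearly all actives have a fitted effect of over 50% in size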
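CHO cells stably expressing M1 receptor (2000/well, cultured 16–30 h) treated 30 min at 37C with compound plus low lithium. Cytosolic IP1 by TR-FRET (665/620 ratio and 620 channel) after 10 min lysis; AC50 by Hill fit.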
* marks the source's active call; other numbers are inactive results; i = inactive; ? = inconclusive; . = no result given; [ ] = dose if it differs, or a comment. Unless noted, the call rests on the fitted dose curve; in most records, active means well fitted curve in the direction sought with a large enough effect; inconclusive means small, poorly fitted or top-dose-only effect, or another doubt; inactive means no such curve, though single readings can be large; an effect the other way counts as inactive or inconclusive. Potency means the concentration at half of the fitted maximal effect. Some of the compounds tested (hit frequency here may not be typical).

SMILES	NPSR antag	SMN2 splice enh	Epigenetic derep	GoLoco inh red	KDM4E inh	Luc counter	RECQ1 helicase	IMPase Li cell
COC(=O)C1=C(C)NC2=C(C(=O)CCC2)C1c1cn(Cc2ccc(Br)cc2)nc1-c1ccccc1 (stereo not given)	?	-0.5%	-1.2%	-4.4%	?	-4.6%	-12.0%	5.4%[38.3 µM]
COc1cc(Br)c(Br)cc1N	-15.8%	.	-3.6%	7.2%	-0.5%	.	i	.
Cc1csc(NC(=S)Nc2cccc(Cl)c2)n1	-30.5%	14.1µM*	?	-0.8%	14.8%	1.7%	-0.5%	2.0%
C#CCOC(=O)/C(=C/C=C/c1ccccc1)NC(=O)c1ccccc1	-17.9%	-19.0%	0.0%	21.1%	10.4%	-2.6%	-6.2%	17.9%
O=C(Nc1ncc(Cl)cc1Cl)c1c(F)cccc1Cl	-0.3%	5.3%	3.0%	5.9%	-7.3%	-1.8%	-11.0%	8.2%
Cc1ccc(N=Nc2c(C)[nH]n(C(N)=S)c2=O)cc1C	-12.3%	10µM*	0.0%	14.4%	-0.5%	-1.9%	-3.6%	4.2%
O=S(=O)(Nc1ccc(O)c(Sc2nc3ccccc3s2)c1)c1ccc(Cl)cc1	?	.	-1.1%	.	?	.	-0.1%	.
O=C(Nc1cccc2cccnc12)c1cccnc1	-1.3%[46.1 µM]	18.6%	-2.1%	4.9%	-4.2%	-1.8%	i	24.7%[38.3 µM]
O=C(O)c1csc(Cc2ccccc2)n1	3.7%	-11.3%	-0.2%	1.3%	-10.4%	0.9%	-0.8%	-0.8%
CC(=O)Nc1ccc(CC#N)cc1	-15.3%	.	0.1%	2.1%	-2.5%	.	-0.6%	.
COC(=O)c1sccc1NC(=O)CSc1nnnn1-c1ccccc1F	?	-13.9%	-0.7%	10.9%	-3.0%	-3.5%	-1.8%	1.9%[38.3 µM]
Cc1ccc2nc(C)c3c(c2c1)N(c1ccccc1)CC3	35.4%	.	0.1%	10.4%	-4.1%	.	0.2%	.
CC(C)Oc1ccc2c(=O)cc(-c3ccccc3)oc2c1	.	6.31µM*	5.2%	15.9%	-7.8%	-5.9%	-4.5%	5.2%
CC12CC3CC(C)(C1)CC(C(=O)Nc1nn[nH]n1)(C3)C2	-5.5%[46.1 µM]	0.5%	-5.5%	-1.6%	5.0%	11.6%	i	-2.5%[38.3 µM]
COc1ccc(OC)c(S(=O)(=O)NCCO)c1	3.6%[46.1 µM]	-19.0%	-0.8%	14.2%	8.0%	-2.9%	-7.8%	-1.2%[38.3 µM]
C=C(C)COc1ccc2oc(C)c(C(=O)OCCOC)c2c1	-8.4%[46.1 µM]	-8.8%	1.7%	4.4%	-9.9%	-4.3%	?	-17.7%[38.3 µM]
COc1ccc(NC(=O)c2ocnc2C)cc1OC	-4.8%[46.1 µM]	13.8%	0.0%	-6.9%	0.8%	-15.9%	-13.7%	-3.1%[38.3 µM]
CC(=O)Nc1ccc(S(=O)(=O)Nc2ccc(Cl)nn2)cc1	9.2%	-2.6%	-0.6%	10.3%	11.1%	4.7%	-9.0%	-4.4%
CC(=O)OCC1OC(n2ccc(=O)[nH]c2=O)C(O)C1O (stereo not given)	-7.1%[46.1 µM]	18.0%	-0.4%	5.4%	4.2%	-0.4%	6.5%	-12.2%[38.3 µM]
COc1ccc(CCN2C(=O)CCC2(C)C(=O)NC2CCCC2)cc1OC (stereo not given)	16.1%	-11.4%	-1.8%	2.9%	9.8%	-0.4%	-0.2%	-0.7%
CN(Cc1ccccc1)C(=O)c1cnc2n(c1=O)CCS2	5.1%[46.1 µM]	10.8%	0.0%	5.4%	4.1%	1.4%	0.5%	2.7%
CC(C)NC(=O)Nc1cccc(Cl)c1	-20.2%	.	0.0%	0.0%	-4.4%	.	14.7%	.
COC(CNC(=O)C(C)n1nc(C)c2ccccc21)OC (stereo not given)	15.2%	?	1.4%	-14.9%	3.8%	0.0%	8.8%	-3.0%
Oc1c(Cl)cc(Cl)cc1C(C#Cc1ccccc1)N1CCOCC1 (stereo not given)	-9.4%[46.1 µM]	-6.6%	3.5%	3.5%	-4.7%	2.4%	-10.0%	47.4%[activator][38.3 µM]
CCN1CCCC1CN(Cc1cc2ccc(C)cc2[nH]c1=O)C(=S)Nc1cccc(OC)c1 (stereo not given)	23.9%	-17.6%	-1.1%	15.5%	?	7.4%	-4.8%	13.6%
COc1ccc(Cc2nc(-c3cccs3)no2)cc1OC	-6.4%[46.1 µM]	-23.9%	0.7%	8.7%	4.5%	0.0%	-4.4%	-0.6%[38.3 µM]
CC[N+](CC)(CC)C/C(N)=N/O	3.4%[46.1 µM]	0.7%	0.7%	-4.6%	3.0%	-1.1%	-2.8%	-0.7%[38.3 µM]
O=C(CC1S/C(=N\S(=O)(=O)c2ccc(F)cc2)N(c2ccccc2)C1=O)Nc1ccccc1 (stereo not given)	-7.1%	2.0%	-0.9%	29.5%	-8.6%	-3.5%	-8.7%	5.7%
C1CC2CN(c3nc4nonc4nc3N3CCSCC3)CCN2C1 (stereo not given)	-6.0%	.	0.0%	-6.6%	2.7%	-2.3%	-6.5%	26.8%
CCS(=O)(=O)Nc1ccc(Cc2ccc(NS(=O)(=O)CC)cc2)cc1	-4.4%[46.1 µM]	-34.6%[inhibitor]	-0.3%	2.3%	-2.4%	-2.4%	i	10.0%[38.3 µM]
COc1ccc(NC(=O)c2ccc(COCC(F)(F)C(F)F)cc2)cc1OC	21.9%	-57.8%[inhibitor]	-1.0%	39.8%[activator]	-9.4%	-1.3%	18.4%	17.1%
COc1cc2c(cc1OC)C(SC)=NC(C)(C)C2	-11.3%[46.1 µM]	-4.6%	?	3.7%	?	1.5%	-6.2%	9.5%
Cc1ccc(C2CC(c3cccs3)=NN2S(=O)(=O)c2ccc(C)cc2)cc1 (stereo not given)	-17.2%	-9.1%	-1.0%	14.4%	1.6%	-0.4%	12.8%	8.7%
O=C(CSc1ccc(-c2ccccn2)nn1)c1ccccc1	2.9%	-24.4%	0.0%	6.2%	?	3.1%	-4.7%	8.3%
CCCCCC(=O)N/N=C/c1ccc([N+](=O)[O-])o1	-14.2%	.	0.0%	16.8%	-22.6%	.	-9.8%	.
O=C(N/N=C1\C(=O)c2cccc3cccc1c23)c1ccc(O)cc1	-21.0%	23.2%	1.3%	17.1%	17.1%	-1.5%	-1.2%	29.5%
COc1cccc(CSc2ccc(S(=O)(=O)N3CCOCC3)cc2C(=O)NCC2CCCO2)c1OC (stereo not given)	-1.6%	.	0.9%	1.7%	-1.3%	.	i	4.0%
Nc1nonc1-n1nnc(C(=O)N/N=C/c2cccc(Cl)c2)c1CSc1ccccc1	-23.5%	.	0.7%	3.8%	1.6%	.	12.1%	.
Cc1cc(Nc2ccc(F)cc2)nc(N)n1	-2.7%[46.1 µM]	12.6%	-2.1%	11.2%	2.7%	-2.5%	-15.7%	18.0%[38.3 µM]
Cc1nc2c(cnn2-c2ccccc2Cl)c(=O)n1-c1ccc(N2CCC(C)CC2)cc1	12.6µM*	-61.5%[inhibitor]	3.1%	-3.9%	-4.0%	15.7%	-2.4%	44.3%[activator][38.3 µM]
Nc1ccccc1SC1CC(=O)N(c2ccc(Cl)c(Cl)c2)C1=O (stereo not given)	38.1%	.	0.5%	8.0%	2.2%	.	6.2%	.
Nc1nnnn1/N=C/c1ccccc1OCc1ccc(Cl)cc1	?	-28.6%	3.5%	2.9%	?	1.9%	0.3%	12.4%
CC(=O)Nc1ccc(NC(=O)CSCc2cnn(-c3ccccc3)c2-n2cccc2)cc1	-14.8%[46.1 µM]	.	-1.0%	11.2%	-0.3%	-1.8%	i	31.4%[activator][38.3 µM]
CC(C)CC1NC(=O)N(CC(=O)N2CCN(S(=O)(=O)c3ccc(Cl)cc3)CC2)C1=O (stereo not given)	-8.6%[46.1 µM]	-16.0%	-0.8%	-10.3%	-0.7%	-2.7%	-28.4%	17.2%[38.3 µM]
CCOC(=O)n1c(=O)oc2ccc(Cl)cc21	-7.8%[46.1 µM]	-8.4%	-1.2%	9.8%	-3.4%	0.0%	-6.0%	-2.2%
CC[C@@H](C)C(NC(=O)OC(C)(C)C)c1cn([C@@H](CCC(=O)OC(C)(C)C)C(=O)N2CCN(C(=O)OC(C)(C)C)CC2)nn1 (stereo not given in full)	54.1%	.	-5.7%	-0.2%	4.8%	.	-8.2%	-3.0%
CSC(=NCCCN1CCOCC1)NS(=O)(=O)c1cccs1	13.4%[46.1 µM]	1.5%	-4.3%	0.5%	-0.3%	3.6%	-7.4%	-6.7%[38.3 µM]
CCCCn1c(N)c(NCC)c(=O)[nH]c1=O	11.1%	9.1%	-0.3%	-5.7%	?	0.7%	-13.6%	-5.4%
Cc1ccc(S(=O)(=O)N2CCCC2C(=O)N2CCCCCC2)cc1 (stereo not given)	-5.0%[46.1 µM]	2.2%	-0.9%	6.6%	2.6%	0.8%	-13.4%	-5.1%[38.3 µM]
O=C1NC2=C(CCc3ccccc32)C(c2ccccc2)N1 (stereo not given)	2.6%	-16.6%	0.2%	-3.4%	?	1.6%	-4.9%	-5.4%
C[C@@H]1CC[C@H]2[C@H](C)[C@H]3CC[C@H]4C5[C@@H](O)CC6=CC(=O)CC[C@]6(C)[C@H]5C[C@H]4C3C(=O)N2C1 (stereo not given in full)	.	0.9%	0.8%	1.8%	16.2%	1.9%	-12.0%	16.7%
